Compound activity deposited in PubChem BioAssay by Southern Research Specialized Biocontainment Screening Center.
M. tuberculosis HTS – M. tuberculosis growth inhibition, HTS (AID 449762). M. tuberculosis H37Rv growth inhibition, 7H9 media; higher % means a stronger effect. inhibition, % at 25 µM, or IC50 in µM where a hit was titrated. 0.59% of 330,000 active; in the data active = a potency from the dose series; inconclusive = inhibition above about 70% without an active follow-up result;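 also: bacterial growth assessed after seven days of incubation; strong numbers were not always called active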
Salmonella PhoP GFP – PhoP regulon inhibitors, Salmonella typhi PhoP promoter GFP reporter, confirmatory (AID 1850); inhibition, % at 50 µM, or IC50 in µM where a hit was titrated; 0.33% of 310,000 active; Salmonella Typhi PhoP-promoter GFP reporter, fluorescence, 4 h; higher % means a stronger effect; in the data active = a potency from the dose series; inconclusive = inhibition mostly from about 25% at the one dose, without a potency; inactive = the rest, 99 in 100 with inhibition below about 19%;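 also: 0% = induced wells with vehicle and 100% = uninduced wells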
VEEV TC-83 Vero – inhibitors of VEEV TC-83 cytopathic effect, confirmation, Vero cells (AID 588727). Vero cells, VEEV TC-83 cytopathic effect inhibition; higher % means a stronger effect. one-dose inhibition, % at 20 µM; IC50 in µM for titrated hits. 0.13% of 350,000 active; in the data active = a potency from the dose series; inconclusive = inhibition mostly from about 14% at the one dose, without a potency; inactive = the rest, 99 in 100 with inhibition below about 12%; also: strong numbers were not always called active
influenza NS1A – H1N1 influenza NS1A inhibitors, functional cell based assay (AID 504329); NS1A functional cell-based assay, percent inhibition; higher % means a stronger effect; inhibition, % at 12.5 µM; hits with a dose series show IC50 in µM; 0.3% of 340,000 active; in the data active = a potency from the dose series; inconclusive = inhibition above about 27% without an active follow-up result; also: strong numbers were not always called active
tuberculosis growth – growth inhibition of non-replicating M. tuberculosis (AID 488890); Mycobacterium tuberculosis non-replicating, growth inhibition; higher % means a stronger effect; inhibition, % at 25 µM; hits with a dose series show IC50 in µM; 0.39% of 320,000 active; in the data active = a potency from the dose series; inconclusive = inhibition mostly from about 82% at the one dose, without a potency; inactive = the rest, 99 in 100 with inhibition below about 76%;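 also: plate controls were DMSO cells for no effect and high antibiotic wells for full effect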
VEEV TC-83 Vero 10K pilot screen – further read-out of VEEV TC-83 Vero, marked with its call; inhibition, %; measured here: 10K pilot screen inhibition
* = called active by the depositor; i = inactive; ? = inconclusive; nt = no result given; & = joins results of further samples.

SMILES	M. tuberculosis HTS	Salmonella PhoP GFP	VEEV TC-83 Vero	influenza NS1A	tuberculosis growth	others
Cc1nc(N2CCN(c3ccccc3F)CC2)[nH]c(=O)c1C	-13%	-5%	1.4%	-1%	6%
O=C(CSc1nc2ncccc2[nH]1)Nc1ccc2c(c1)OCCO2	-5%	-7%	5.2%	2%	8%
COc1ccc(C(=O)N2CCCC2(C#N)c2ccccc2)cc1[N+](=O)[O-] (stereo not drawn)	5%	-6%	i	-8%	-10%
COc1ccc(-c2ccc(C(=O)O)c(=O)[nH]2)cc1	48%	-1%	0.7%	0%	15%
Cn1cnnc1SCC(=O)Nc1nc(-c2ccccc2)cs1	6%	-7%	2.2%	nt	-9%
COc1ccc(N2CCN(C(=O)c3ccc(-c4ccccc4)cc3)CC2)cc1	3%	14%	1.4%	20%	-13%
O=C1NC(=O)C2C1C(c1ccc([N+](=O)[O-])cc1)=NN2Cc1ccccc1 (stereo not drawn)	3%	4%	2.5%	4%	8%
CCOc1cc(/C=N/NC(=O)C(O)(c2ccccc2)c2ccccc2)ccc1OC(=O)c1ccco1	-2%	6%	1.4%	4%	22%
O=C(O)c1[nH]c2ccccc2c1NS(=O)(=O)Cc1ccccc1	-2%	-3%	3.5%	-4%	-7%
COCCCN(C(=O)Nc1ccccc1)C(C)c1ccncc1 (stereo not drawn)	0%	15%	0.2%	4%	nt
Fc1ccc(C(c2nnnn2Cc2ccco2)N2CCN(C3CCCCC3)CC2)cc1 (stereo not drawn)	-6%	-6%	3.8%	0%	-8%
Cc1cc(NC(=O)CSc2nc(-c3ccccc3)nc3c2c(=O)n(C)c(=O)n3C)no1	-2%	2%	2.0%	-2%	-17%
O=C(NCCC1CCCCN1S(=O)(=O)c1ccccc1)C(=O)NCCN1CCOCC1 (stereo not drawn)	9%	-2%	8.1%	-3%	6%
Cc1c(Cl)cccc1N=C1SCCN1C(=O)CN1C(=O)NC2(CCCC2)C1=O	17%	-1%	5.4%	0%	10%
O=C(NC1CCCCC1)C(c1ccccn1)N(C(=O)Cc1cccs1)c1ccc(Cl)cc1 (stereo not drawn)	-20%	2%	i	-2%	47%
COc1nc(-c2ccc(Cl)cc2)nnc1C	0%	-3%	0.2%	3%	13%
Cc1nn(-c2ccccc2)c(C)c1/C=N/Nc1nc2ccccc2[nH]1	?	1%	11%	13%	67%
NC(=O)c1ccccc1OCC(=O)NS(=O)(=O)c1ccccc1	-18%	-6%	1.2%	6%	-5%
CCC1(c2ccc(F)cc2)NC(=O)N(CC(=O)N2CCN(S(=O)(=O)c3ccc(Cl)cc3)CC2)C1=O (stereo not drawn)	-4%	2%	1.2%	11%	-3%
Cc1ccc(C(=O)NCC2CCCO2)cc1S(=O)(=O)N1CCCCC1 (stereo not drawn)	2%	-8%	4.8%	-10%	-11%
CN(CP(=O)(O)CCc1ccccc1)S(C)(=O)=O	-8%	-2%	0.2%	-4%	-9%
CCN(CC)S(=O)(=O)c1cc(NC(=O)CSc2nc3c(cc2C#N)C(=O)CC(C)(C)C3)ccc1C	-6%	-2%	4.0%	-3%	1%
O=S(=O)(c1ccccc1)N1CCN(C(=S)Nc2ccc(F)cc2)CC1	3%	-3%	1.0%	-3%	-9%
Cn1cc(S(=O)(=O)N2CCCC2)cc1C(=O)N1CCN(c2cccc(Cl)c2)CC1	-3%	-8%	4.3%	5%	-11%
CCCCC(C(=O)NCCC(C)C)N(CCCN1CCOCC1)C(=O)c1snc(C(N)=O)c1N (stereo not drawn)	2%	-8%&0%	i	0%	19%	VEEV TC-83 Vero 10K pilot screen=0.3
C(=N\n1cncn1)/c1ccc(N2CCOCC2)cc1	10%	-10%	0.9%	-13%	-1%
O=C(NC(=S)Nc1nc2ccccc2s1)c1ccco1	16%	-9%	1.4%	-22%	43%
COc1ccc(S(=O)(=O)NCCSc2ccccc2)cc1OC	-4%	5%	0.3%	9%	-1%
CC(=O)N1CSCC1C(=O)NNS(=O)(=O)c1ccccc1 (stereo not drawn)	-4%	4%	0.5%	nt	-11%
Cc1ccc(-c2ccc(S(=O)(=O)NCC3CCCO3)cc2)cc1 (stereo not drawn)	4%	13%	0.6%	0%	51%

Gathered by group, those above with an aryl thioether with sulfur outside any ring.
SMILES	M. tuberculosis HTS	Salmonella PhoP GFP	VEEV TC-83 Vero	influenza NS1A	tuberculosis growth	others
O=C(CSc1nc2ncccc2[nH]1)Nc1ccc2c(c1)OCCO2	-5%	-7%	5.2%	2%	8%
Cn1cnnc1SCC(=O)Nc1nc(-c2ccccc2)cs1	6%	-7%	2.2%	nt	-9%
Cc1cc(NC(=O)CSc2nc(-c3ccccc3)nc3c2c(=O)n(C)c(=O)n3C)no1	-2%	2%	2.0%	-2%	-17%
CCN(CC)S(=O)(=O)c1cc(NC(=O)CSc2nc3c(cc2C#N)C(=O)CC(C)(C)C3)ccc1C	-6%	-2%	4.0%	-3%	1%
COc1ccc(S(=O)(=O)NCCSc2ccccc2)cc1OC	-4%	5%	0.3%	9%	-1%

Further compounds.
SMILES	M. tuberculosis HTS	Salmonella PhoP GFP	VEEV TC-83 Vero	influenza NS1A	tuberculosis growth	others
COc1ccc(-c2cn(/N=C/c3ccc(Cl)cc3Cl)c(N)n2)cc1	47%	9%	0.9%	4%	30%
COCCNC(=O)CCC(=O)NNc1nc2ccccc2c2nc(-c3ccccc3)nn12	17%	-10%	0.2%	-7%	54%
CCN(CC)CCN/N=C(\C)c1c(O)[nH]c(=O)[nH]c1=O	-5%	6%	i	nt	-9%
CCOC(=O)N1CCC(NC(=O)c2cc(C(=O)NC3CCN(Cc4ccccc4)CC3)ccc2CO)CC1	-2%	-13%	0.7%	-17%	-17%
CCOC(=O)C1C(=O)NC23CCCC2C1c1ccccc1O3 (stereo not drawn)	3%	0%	3.4%	-2%	-5%
COc1ccc(Cn2c(CO)cnc2SCC(=O)Nc2cccc(NC(C)=O)c2)cc1	11%	-36%	i	14%	-4%
CCOc1ccc(N2Nc3n[nH]c(N)c3N2)cc1	70%	5%	i	3%	11%
CCc1ccc(CNC(=O)c2ccc(OC)c(OC3CCN(C(C)C)CC3)c2)nc1	2%	2%	0.3%	-9%	nt
Cc1ccc(N2CCN(CC(O)COc3cccc(C)c3)CC2)cc1 (stereo not drawn)	7%	13%	0.9%	5%	18%
O=S(=O)(NC(=S)NC1CCCCC1)c1ccc(Br)cc1	2%	3%	1.8%	1%	53%
COCCCNC(=S)NNC(=S)Nc1ccc(F)cc1F	-4%	-1%	1.8%	-4%	?
COc1ccc(C(=O)COC(=O)CCN2C(=O)C3CC=CCC3C2=O)c(OC)c1 (stereo not drawn)	nt	nt	0.8%	-2%	nt
Cn1cnnc1SCC(=O)Nc1ccc(F)cc1F	-3%	4%	1.3%	-14%	-15%
Cc1ccc(C(C)(O)CS(=O)(=O)Cc2ccccc2)cc1 (stereo not drawn)	3%	4%	i	-13%	-10%
Cc1ncoc1C(=O)N1CCCC(C(=O)c2cccc3ccccc23)C1 (stereo not drawn)	-6%	-3%	i	-26%	0%
Cc1ccc(NC(=O)COC(=O)c2c(-c3ccccc3)noc2C)c(C)c1	-10%	nt	1.3%	-1%	-4%
Cc1nn2c(-n3ccnc3C)c3c(nc2c1-c1ccccc1)CCC3	4%	4%	0.5%	-8%	11%
CCCOC(=O)c1c(-c2ccc(OC)cc2)oc2ccc(-c3ccc(OC)nc3)cc12	?	18%	i	4%	12%	VEEV TC-83 Vero 10K pilot screen=2.5
O=C1CC(C(=O)Nc2cccc(F)c2)n2c(nc3ccccc32)N1 (stereo not drawn)	5%	14%	0.1%	-10%	3%
CCC(CC)C(=O)N1N=C(c2ccc(NS(C)(=O)=O)cc2)CC1c1ccccc1 (stereo not drawn)	4%	12%	3.0%	-6%	21%
Cc1cc(C)n2nc(C(=O)Oc3ccc4c(c3)OCO4)nc2n1	8%	6%	0.9%	6%	-9%
CCCNC(=O)c1onc(CSc2cccc(OC)c2)c1C(=O)NCCC	2%	-5%	0.4%	-4%	1%
Cc1cccc(C)c1NC(=O)C(C)c1ccc(-c2ccccc2)c(F)c1 (stereo not drawn)	3%	-4%	3.4%	-16%	10%
CC(=O)c1ccc(NC(=O)CSc2nnc(Cc3cccn3C)n2-c2ccc(F)cc2)cc1	-5%	14%	1.1%	4%	20%
Cc1ccc(-c2[nH]nc3c2C(c2ccccc2OC(=O)N2CCOCC2)C(C#N)=C(N)O3)cc1 (stereo not drawn)	-9%	17%	nt	nt	17%
Clc1ccc(-c2nc(Cc3ccccc3Cl)no2)cc1	3%	7%	1.9%	-10%	76%
CCN1CCN(CC(O)COc2ccc(Cl)cc2)CC1 (stereo not drawn)	12%	-4%	0.2%	1%	8%
CCOC(=O)c1c(NC(=S)NCCc2ccccc2)sc2c1CC(C(C)C)OC2 (stereo not drawn)	4%	7%	i	-11%	-7%
COC(=O)c1nc(N)sc1-c1ccc(OC)cc1	2%	2%	i	-5%	-1%
CCOC(=O)C1CCCN(c2nc3ccccc3nc2C(C#N)C(=O)OC(C)C)C1 (stereo not drawn)	6%	-4%	1.6%	-10%	-9%
CCN(CC)CCCN(Cc1cc2cc(OC)c(OC)cc2[nH]c1=O)C(=O)Nc1ccccc1	-16%	0%	2.2%	0%	10%
CCCn1c(SCC(=O)Nc2cc(C)on2)n[nH]c1=O	-2%	nt	1.1%	-20%	4%
NC1=NC(=O)C2(COC(c3cccc([N+](=O)[O-])c3)OC2)S1 (stereo not drawn)	-2%	-7%	0.1%	9%	-23%
CCOc1cc(N2C(=O)CC3CS(=O)(=O)CC32)c(OCC)cc1NC(=O)c1ccccc1 (stereo not drawn)	5%	-10%	0.4%	19%	14%
COc1ccccc1NC(=O)Nc1nc(CC(=O)NCc2cccnc2)cs1	-3%	2%	14%	-5%	-2%
O=C(COc1ccc(Cl)cc1)NCCSCc1ccccc1Cl	4%	-5%	0.5%	-6%	66%
Cc1ccc(S(=O)(=O)NCCC(=O)OCC(=O)NC(=O)c2cccn2C)cc1	-3%	11%	1.1%	-6%	13%
Cc1onc(-c2ccccc2Cl)c1C(=O)OCC(=O)N1CCN(c2ccccc2)CC1	-1%	-1%	0.6%	-2%	-3%
CC(CCC(=O)O)C1CCC2C3CC(O)C4CC(O)CC[C@]4(C)C3CCC12C (stereo partly drawn)	nt	nt	0.6%	7%	nt
CCOc1ccc(NC(=O)CN2C(=O)CSc3ccc(S(=O)(=O)N4CCCC4)cc32)cc1	11%	2%	1.0%	9%	19%
CC(C)(Sc1cc(C(C)(C)C)c(O)c(C(C)(C)C)c1)Sc1cc(C(C)(C)C)c(O)c(C(C)(C)C)c1	-2%	0%	6.0%	0%	8%
Cc1cc(C)c2oc(C(=O)Nc3ccc(S(=O)(=O)N4CCC(C)CC4)cc3)cc(=O)c2c1	22%	-3%	2.6%	-3%	-11%
O=C(CCNC(=O)Cn1ccc2ccccc2c1=O)NCC1CCCC1c1ccccc1 (stereo not drawn)	-2%	-10%	0.2%	-5%	3%
C(=N\n1cnnc1)/c1ccccc1OCCOc1ccccc1	-6%	1%	2.8%	-19%	-5%
CCN(CC)C(=O)C(=O)N/N=C/c1cccs1	2%	-4%	0.7%	1%	5%	VEEV TC-83 Vero 10K pilot screen=0.7

Entries listed so far with a thiophene ring, fused or not, in the order listed:
SMILES	M. tuberculosis HTS	Salmonella PhoP GFP	VEEV TC-83 Vero	influenza NS1A	tuberculosis growth	others
O=C(NC1CCCCC1)C(c1ccccn1)N(C(=O)Cc1cccs1)c1ccc(Cl)cc1 (stereo not drawn)	-20%	2%	i	-2%	47%
CCOC(=O)c1c(NC(=S)NCCc2ccccc2)sc2c1CC(C(C)C)OC2 (stereo not drawn)	4%	7%	i	-11%	-7%
CCN(CC)C(=O)C(=O)N/N=C/c1cccs1	2%	-4%	0.7%	1%	5%	VEEV TC-83 Vero 10K pilot screen=0.7

The listing continues.
SMILES	M. tuberculosis HTS	Salmonella PhoP GFP	VEEV TC-83 Vero	influenza NS1A	tuberculosis growth	others
O=C(NCC1CCCO1)NC1CCCCC1 (stereo not drawn)	-8%	-4%	i	4%	-9%
CCOC(=O)c1cnc2ccc(C(=O)OC)cc2c1Nc1ccc2c(c1)OCCO2	25%	6%	3.8%	-4%	18%
CC(=NNc1ccccc1)C(C)=NNc1ccccc1	nt	nt	4.3%	-3%	nt
COc1ccc(CCn2nnnc2C(c2ccc(C)cc2)N2CCN(C)CC2)cc1OC (stereo not drawn)	-7%	-5%	i	1%	0%
CCCCCCNC(=O)c1cccc(-c2ccc(C)c3ccccc23)n1	9%	-37%	0.6%	0%	19%
COc1cc(CNC2CCCCCC2)cc(OC)c1	0%	-16%	i	-3%	4%
O=C(COC(=O)c1cccc(N2C(=O)C3CC=CCC3C2=O)c1)c1ccccc1 (stereo not drawn)	7%	-1%	1.9%	-8%	3%
